AmpC detergent: blocks E. coli AmpC beta-lactamase in detergent assay; Potency, µM (highest dose often 114 µM), for inactives: at the highest dose activity change, negative = inhibition, actives largely listed as inhibitors; 370,000 compounds, 0.041% hits; AID 485294; P00811; AmpC hydrolysis of nitrocefin, absorbance 480 nm, 0.01% Triton;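 further: potency means the concentration at half of the fitted maximal effect; 0% = no-compound wells and -100% = no-enzyme wells; nearly all actives have a fitted effect of over 25% in size; some results filed as inactive show a strong effect at the top dose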
Target sequence (P00811 whole entry, looked up): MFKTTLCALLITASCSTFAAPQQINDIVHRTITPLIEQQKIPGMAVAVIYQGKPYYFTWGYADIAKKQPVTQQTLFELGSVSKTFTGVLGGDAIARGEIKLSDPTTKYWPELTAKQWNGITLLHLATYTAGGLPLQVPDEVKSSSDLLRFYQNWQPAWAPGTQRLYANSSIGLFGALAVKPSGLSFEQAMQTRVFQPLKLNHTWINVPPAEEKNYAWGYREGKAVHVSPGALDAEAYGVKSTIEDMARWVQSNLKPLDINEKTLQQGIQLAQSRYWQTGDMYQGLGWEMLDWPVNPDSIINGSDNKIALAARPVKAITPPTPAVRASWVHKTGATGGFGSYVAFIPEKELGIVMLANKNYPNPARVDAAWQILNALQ
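20 mM phosphate pH 7.0 + 0.01% (detergent screen) or 0.0001% Triton X-100; 5.3 nM AmpC reagent; cpd preinc 15 min RT; nitrocefin (800 uM stock) to start; A480 q20 s × 4 min; Activity was normalised to no-enzyme and no-compound control wells.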
AMA1 RON2 block: disrupts binding of P. falciparum AMA1 to RON2 | Potency, µM (series often up to 58.2 µM), for the others: at the highest dose activity change, negative = inhibition, most hits filed as inhibitors | AlphaScreen AMA1-biotinylated RON2 peptide binding | 360,000 compounds, 0.2% hits;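 further: potency means the concentration at half of the fitted maximal effect; 0% = vehicle wells and -100% = peptide control; nearly all actives have a fitted effect of over 45% in size; some results filed as inactive show a strong effect at the top dose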
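AMA1 (3D7) with his tag at 25 nM final met compounds first, then biotinylated RON2 peptide at 25 nM; detection used donor plus acceptor beads, 10 µg/mL apiece, read by AlphaScreen after 30 min at room temperature.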
Sm TGR block: inhibitors of Schistosoma mansoni thioredoxin glutathione reductase; purified TGR, DTNB reduction, TNB absorbance 405 nm; 360,000 compounds, 3% hits; Potency, µM (titrated, usually from 114 µM), inactives show top-dose activity change, negative = inhibition, actives largely listed as inhibitors; Q962Y6; further: potency means the concentration at half of the fitted maximal effect; nearly all actives have a fitted effect of over 60% in size
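TGR 20 nM + NADPH 100 uM (dispensed conc.), cpd preinc 15 min RT; start with NADPH (500 uM addition) then DTNB (15 mM addition). Kinetic TNB absorbance, 405 nm filter. Four-parameter Hill fit across titration.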
FBPA Giardia inh: blocks Giardia fructose-bisphosphate aldolase activity; Potency, µM (series often up to 59.6 µM), for the others: at the highest dose activity, negative = inhibition, usual class: inhibitors; A8B2U2; AID 2451; purified Giardia FBPA; 290,000 compounds, 0.71% hits; further: potency means the concentration at half of the fitted maximal effect; nearly all actives have a fitted effect of over 55% in size
Target sequence (A8B2U2 whole entry, looked up): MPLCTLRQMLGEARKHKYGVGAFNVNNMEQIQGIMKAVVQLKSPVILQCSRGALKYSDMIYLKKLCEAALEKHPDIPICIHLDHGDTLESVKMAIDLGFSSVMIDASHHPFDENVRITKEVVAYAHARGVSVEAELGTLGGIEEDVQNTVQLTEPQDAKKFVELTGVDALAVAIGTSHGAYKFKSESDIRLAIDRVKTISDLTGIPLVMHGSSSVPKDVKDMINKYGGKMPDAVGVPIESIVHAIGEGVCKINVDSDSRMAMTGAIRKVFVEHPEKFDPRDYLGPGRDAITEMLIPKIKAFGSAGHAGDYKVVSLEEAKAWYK
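40 nM FBPA preincubated 10 min at RT with compound (up to 57.5 uM final), then substrate plus GAPDH/TPI/NAD/arsenate coupling and diaphorase/resazurin added. Fluorescence read after 20 min at RT, 525/598 nm.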
HCMV antiviral: human cytomegalovirus inhibition. HFF cells, HCMV-luciferase reporter, 72 h; active compounds read low. activity change, negative = inhibition, % at 57.5 µM. 410,000 compounds, 4.5% hits. AID 1259415; in the data active means activity change below about -60%; inconclusive means no clear call, values can overlap the other calls; inactive means above about -39%
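Inhibition of viral replication was scored as loss of reporter luminescence in HFFs infected with HCMV-luciferase (MOI 1 PFU/cell) for 72 h; compounds tested at 2 doses, normalized to buffer and Salinomycin controls.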
HCV inh: inhibitors of hepatitis C virus infection; Huh7.5.1 HCVcc-Cre infection, luciferase reporter, 44 h; Potency, µM (highest dose often 41.8 µM), inactives show top-dose activity change, negative = inhibition, actives largely listed as inhibitors; 340,000 compounds, 3.4% hits; AID 651820; further: potency means the concentration at half of the fitted maximal effect
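HCVcc-Cre virus at an moi near 0.5 was added right after compound to cells cultured 4 h from seeding (1,000 cells/well). Luciferase activity was determined 44 h later, 15 min after substrate addition at RT.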
* marks the source's active call; other numbers are inactive results; ? = inconclusive; . = no result given; & = joins results of further samples; [ ] = another dose, or the depositor's remark. Unless noted, the call rests on the fitted dose curve; in most records, active means well fitted curve in the direction sought with a large enough effect; inconclusive means small, poorly fitted or top-dose-only effect, or another doubt; inactive means no such curve, though single readings can be large; an effect the other way counts as inactive or inconclusive. Unless noted, on the % scale 0 is the no-effect control and ±100 the full control effect.

Below each SMILES – AmpC detergent, AMA1 RON2 block, Sm TGR block, FBPA Giardia inh, HCMV antiviral, HCV inh
1	COc1cc(/C=N/N2CCOCC2)ccc1OCc1ccccc1
 : 3%, ?, 1%, 0%, -105*, -19%
2	CCOC(=O)N1CCN(CCC(=O)Nc2cccc(Br)c2)CC1
 : ?, 11%&12%, -1%&8%, -8%&-6%, 37&-24, ?
3	O=C(N/N=C/c1cc(O)ccc1Br)c1cccnc1
 : ?, -2%, -24%, ?, -38, ?
4	O=C(NCc1nc2ccccc2[nH]1)C1=C[C@@H](C2CCCCC2)C[C@@H](OCc2ccc(CO)cc2)O1
 : -13%, 19%, -12%, -1%, ?, ?
5	COc1ccc(C(=O)NNC(=O)c2cccc3ccccc23)cc1
 : ., 28%, ., ., -6, -20%
6	O=C(COc1ccc([N+](=O)[O-])cc1)NN=C1CCCC1
 : 3%, 29%, 9%, 6%, -15, 17%
7	CC(Oc1ccccc1Cl)C(=O)N1CCOCC1 (configuration not stated)
 : 0%, 5%, -2%, 7%, -1, 9%
8	Cn1nnnc1SCC(=O)N1CCN(c2ccc(Cl)cc2)CC1
 : -2%, 3%, 3%, 0%, -40, -6%
9	Cn1c(CCN2CCOCC2)nc2cc(NC(=O)c3cccs3)ccc21
 : 0%, 4%, -13%, -2%, 26, 3%
10	O=S(=O)(c1ccc(N2CCC(c3ccc(Cl)cc3)=N2)cc1)N(CCO)CCO
 : -5%, 24%, ?, -1%, -27, 14%
11	CCN(CC)S(=O)(=O)c1ccc(NS(=O)(=O)c2cccs2)cc1
 : ?, -10%, 1%, 13%, 11, 2%
12	COc1ccc2c(c1)cc1n2CCN=C1NN
 : -2%, -24%, 0%, -8%, -24, 12%
13	CCc1ccc(N=c2c([N+](=O)[O-])nn(-c3ccc4c(c3)OCCO4)n2O)cc1
 : 5%, ?, 10µM*, -11%, 23, -10%
14	O=C(CCCC(=O)N(CC(=O)NC1CCCCC1)c1cccc(F)c1)Nc1ccccn1
 : ?, 10%, 0%, 3%, ?, 21%
15	CCN1CCc2nc(NC(=O)c3cc(F)c(F)cc3Cl)sc2C1
 : 0%, -12%, 9%, -4%, 0, ?
16	CCN(CC)S(=O)(=O)c1ccc2c(c1)N(CC(=O)N1CCN(c3ccc(Cl)cc3)CC1)C(=O)CO2
 : 1%, ., 0%, ., -9, .
17	CCN(CC)c1ccc(/C=N/Nc2nc(C)cc(C)n2)cc1
 : 5%, 30%[activator], -3%, 1%, ?, ?
18	Cc1ccc(S(=O)(=O)N2CCC[C@H]2C(=O)OCC(=O)N2CCc3ccccc32)cc1
 : ., -18%, ., ., -7, 1%
19	COC(=O)c1cc2ccc(OC)c(OC)c2c(=O)s1
 : ?, 8%, 4%, 1%, -7, 13%
20	Cc1ccc(-c2nnc(Nc3cccc(Br)c3)c3ccccc23)cc1S(=O)(=O)N1CCN(C)CC1
 : -5%, ., 3%, ., ?, .

One compound at a time, as listed above. Values in the order: AmpC detergent, AMA1 RON2 block, Sm TGR block, FBPA Giardia inh, HCMV antiviral, HCV inh
CCN(CC)S(=O)(=O)c1ccc(NS(=O)(=O)c2cccs2)cc1 across the screens: ?, -10%, 1%, 13%, 11, 2%
Cn1nnnc1SCC(=O)N1CCN(c2ccc(Cl)cc2)CC1 across the screens: -2%, 3%, 3%, 0%, -40, -6%
Cn1c(CCN2CCOCC2)nc2cc(NC(=O)c3cccs3)ccc21 across the screens: 0%, 4%, -13%, -2%, 26, 3%
CCOC(=O)N1CCN(CCC(=O)Nc2cccc(Br)c2)CC1 across the screens: ?, 11%&12%, -1%&8%, -8%&-6%, 37&-24, ?

Following part
Below each SMILES – AmpC detergent, AMA1 RON2 block, Sm TGR block, FBPA Giardia inh, HCMV antiviral, HCV inh
21	O=C1CC(c2ccc3c(c2)OCCO3)Oc2ccc([N+](=O)[O-])cc21 (configuration not stated)
 : -1%, -6%, 89µM*, 2%, -77*, -4%
22	CN(C(=O)c1cc(COc2c(F)cccc2F)on1)C1CCOC1 (configuration not stated)
 : -7%, -3%, -3%, ., 42, 9%
23	Cc1ccc(C2CC(=O)NC(SCc3ccccc3)=C2C#N)cc1 (configuration not stated)
 : 6%, 30%, 1%, -8%, -3, 8%
24	CCOC(=O)CSc1nc2ccccc2c(=O)n1CCCCCC(=O)NCc1ccco1
 : ?, -7%, -9%, 0%, ?, -28%
25	COc1cc(C(=O)N2CCN(c3ccccc3O)CC2)ccc1OCC(=O)N1CCOCC1
 : ?, 4%, -10%, ., 0, 10%
26	N#C/C(=C(/O)COC(=O)c1ccc(C#N)cc1)c1nc2ccccc2s1
 : 0%, 47%[activator], 1%, 9%, 38, 10%
27	CN(C)C=NC(=O)c1cc(C(=O)c2ccc(F)cc2)c[nH]1
 : 5%, -8%, ., 5%, -6, 28%
28	CCCCc1nn2c(=O)cc(COC(=O)COc3ccc(C)cc3)nc2s1
 : 23%, ., 2%, ., -4, .
29	CC(=O)c1cccc(OCC(=O)c2cc(C)n(-c3cc(C)on3)c2C)c1
 : -3%, -30%, -28%, ?, -3, ?
30	Cc1ccc(N2CC(C(=O)Nc3c4c(nn3C(C)(C)C)CS(=O)(=O)C4)CC2=O)cc1C (configuration not stated)
 : -10%, -5%, -16%, 5%, -4, 2%
31	COc1ccccc1NC(=O)C1=C(C)Nc2nc3ccccc3n2C1c1ccccc1Cl (configuration not stated)
 : 20%, ., 6%, ., -6, .
32	O=C(NCCCN1CCOCC1)c1ccc(CS(=O)(=O)Cc2ccc(Cl)cc2)o1
 : -11%, -12%, ?, 1%, ., -28%
33	O=C1NC(=S)NC1=Cc1ccco1
 : ., ?, ., ., -23, 11%
34	CC(CNC(=O)Cn1cnc2c(OCc3ccccc3)ncnc21)c1ccccc1 (configuration not stated)
 : ., -8%, ., ., 2, 3%
35	CCOC(=O)N1CCN(CCC(=O)Nc2ccccc2OC)CC1
 : -1%, -3%, ?, 1%, 18, 29%
36	O=c1cc[nH]c2cc(C(F)(F)F)ccc12
 : -3%, -9%, 2%, -1%, 17, 17%
37	CC1CCN(c2ccc3nnc(CCC(=O)N4CCN(c5ccc(F)cc5)CC4)n3n2)CC1
 : -5%, -8%, -1%, 13%, ?, ?
38	CCOc1ccccc1/C=N/Nc1nc2c(N)ncnc2n1[C@H]1O[C@@H](CO)[C@H](O)[C@@H]1O
 : -4%, 91%[activator], 0%, -23%, -37, 13%
39	O=C1CC(SC(=Nc2ccccc2)Nc2ccccc2)C(=O)N1c1ccc(Cl)cc1 (configuration not stated)
 : -6%, 0%, -7%, -2%, 1, 3%
40	NC(=O)CC(NC(=O)c1ccccc1)C(=O)O (configuration not stated)
 : ., 4%, ., ., 11, 5%
41	COc1ccccc1NC(=O)C1=C(C)NC(=O)NC1c1cccs1 (configuration not stated)
 : -2%, -5%, -15%, -4%, 0, 6%
42	CC(=O)N/C(=N/c1nc(C)cc(C)n1)Nc1cccc(C)c1
 : -2%, -11%, -5%, 6%, -3, -26%
43	Cc1cc(C)cc(NS(=O)(=O)c2ccc3c(c2)c(=O)n(C)c(=O)n3C)c1
 : -4%, 6%, 13%, 0%, ?, 6.3µM*
44	COc1cccc(-n2c(-c3ccco3)nc3c(cnn3-c3ccc(C)cc3)c2=O)c1
 : -4%, ., -10%, ., -76*, .
45	CCn1c(C(C)NC(=O)c2cccc(C)c2)n[nH]c1=S (configuration not stated)
 : 8%, 1%, ., -13%, 4, -16%
46	NS(=O)(=O)c1ccc(CCNC(=O)C2CCCCN2S(=O)(=O)c2ccccc2)cc1 (configuration not stated)
 : ?, 5%, -19%, 4%, 2, -4%
47	COc1ccc(C2(C(=O)O)CCCC2)cc1
 : -6%, 1%, 8%, 5%, 95, -4%
48	O=c1[nH]c2cnn(-c3ccccc3)c2c(=O)n1O
 : ., 2%, ., ., 9, -2%
49	c1ccc(-c2cncn2-c2ccccc2)cc1
 : -5%, -12%, 5%, ., -1, -4%
50	Cc1ccc(S(=O)(=O)Oc2ccc(C(c3c(C)[nH][nH]c3=O)c3c(C)[nH][nH]c3=O)cc2)cc1
 : 0%, -4%, 4%, 10%, 4, 17%
51	Cc1nc2nc[nH]n2c(=O)c1NS(=O)(=O)c1ccc([N+](=O)[O-])cc1
 : 7%, 0%, -1%, 0%, -2, 4%
52	CN1C(=O)c2cccc3c(N)ccc(c23)C1=O
 : 0%, -5%, 2%, 2%, 6, -28%
53	Cn1c(-c2ccc(F)cc2)cnc1NCc1ccccc1
 : 1%, -12%, 1%, -15%, -1, -2%
54	COc1cc(OC)c(C(=O)O/N=C(\N)c2cccc(C)c2)cc1OC
 : 2%, -14%, -5%, -6%, 57, ?
55	CCN1CCN(Cc2ccc(NC(=O)Nc3ccc(SC)cc3)cc2)CC1
 : ?, -2%, 6%, 7%, 32, ?
56	c1c(C2CCCCC2)n[nH]c1CN1CCCCC1
 : -8%, 2%, 44%[activator], 0%, -4, 23%
57	COc1ccc(C(=O)NC2(C(F)(F)F)C(=O)NC(C)=C2C#N)cc1OC (configuration not stated)
 : 14%, ., 7%, ., -29, .
58	CCOC(=O)C1C(=O)C=C(c2ccc(C)cc2)CC1c1cccc([N+](=O)[O-])c1 (configuration not stated)
 : -5%, -13%, -6%, -2%, ?, ?
59	CC1=C(c2ccc(C)cc2)S(=O)(=O)N(Cc2ccc(C(=O)NCc3ccccc3F)cc2)C1=O
 : -3%, ., -7%, ., -1, .
60	c1ccc(C2OCC3(CO2)COC(c2ccccc2)OC3)cc1 (configuration not stated)
 : 1%, 7%, 12%, 6%, -26, 23%
61	Cc1cccc(Nc2n[nH]c(C)c2[N+](=O)[O-])c1
 : 3%, -6%, -3%, -4%, 88, -22%
62	Cc1[nH]nc2c1C(c1ccccc1F)CC(=O)N2 (configuration not stated)
 : -5%, -4%, 0%, -12%, -15, 4%
63	Cc1ccccc1Nc1cc(C(=O)NCc2cccs2)c2ccccc2n1
 : 7%, ., 4%, ., -6, .
64	CC(=O)Nc1ccc(S(=O)(=O)NC2CC3CCC2C3)cc1 (configuration not stated)
 : -19%, 0%, 2%, 11%, -10, 5%
65	CCc1ccccc1NC(=O)CNC(=O)CNC(=O)C1CCCCC1
 : ?, -12%, -20%, ., 0, -27%
66	O=c1c2ccccc2nc(-c2ccc(F)cc2)n1NCc1ccccc1O
 : 8%, -2%, 0%, -4%, -6, -11%
67	COc1cccc(CC(=O)Nc2ccc3nc(N4CCC(C)CC4)cc(C)c3c2)c1
 : 2%, ., -8%, ., 12, .
68	CCc1nc2ccccc2n1CC(O)COc1ccc(NC(C)=O)cc1 (configuration not stated)
 : -3%, 0%, -2%, 0%, 6, 11%
69	COc1ccccc1NC(=O)c1cc(C(=O)O)ccc1C(=O)O
 : -16%, -16%, 1%, -7%, 31, 0%
70	Cc1nc(-c2c(-c3ccc(O)cc3O)noc2C(F)(F)F)cs1
 : 2%, -3%, 0%, 0%, -67*, ?
71	O=C(C[n+]1cn(C(F)F)c2ccccc21)c1ccc(OC(F)F)cc1
 : -2%, 25%, 7.1µM*, 0%, ?, 5%

Screening results deposited in PubChem BioAssay by National Center for Advancing Translational Sciences (NCATS).
